Screens from PubChem.
FUS suppressor – suppressors of FUS proteinopathy in yeast; S. cerevisiae FUS-expressing, growth rescue, OD600, 24 h; Potency, µM (titrated, usually from 76.6 µM), without a hit: top-dose growth rescue (activation), actives largely listed as activators; 390,000 compounds, 0.24% hits; AID 1347120;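 note: potency is the fitted concentration of half-maximal effect; plate controls were DMSO vehicle for no effect and reference control for full effect; nearly all actives have a fitted effect of over 55% in size; some results filed as inactive show a strong effect at the top dose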
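Compound concentration series was pinned onto galactose-induced FUS-expressing yeast seeded at OD 0.005. Plates sat 24hr at 30C; absorbance at 600 nm gave growth. DMSO served as background control.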
EPAC1 ag – EPAC1 (human) agonism | Potency, µM (doses to about 154 µM), without a hit: top-dose activation, actives largely listed as activators | 360,000 compounds, 0.073% hits | EPAC1 agonist qHTS, biochemical assay; response scale: 100% = response to 6.5 mM cAMP | AID 720707 | O95398; note: potency is the fitted concentration of half-maximal effect; nearly all actives have a fitted effect of over 60% in size
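Normalized to 6.5 mM cAMP, activity reflects EPAC1-catalysed release of BODIPY-GDP from Rap1B, followed kinetically over 30 min at 480 nm excitation, 540 nm emission. Reaction contained 100 nM EPAC1, 250 nM Rap1B-BODIPY-GDP, 50 uM GDP.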
PLK1 PBD inh – PLK1 (human) polo-box domain binding inhibition; Plk1 PBD binding of FITC phosphopeptide, fluorescence polarization; Potency, µM, inactives show max response, negative = inhibition, most hits filed as inhibitors; 360,000 compounds, 2.8% hits; AID 720504; note: potency is the fitted concentration of half-maximal effect; series mostly up to about 57 µM; % is set by controls: 0 for no effect and ±100 for the full control effect; nearly all actives have a fitted effect of over 65% in size
Target sequence (P53350 whole entry, looked up, the tested form may be a part): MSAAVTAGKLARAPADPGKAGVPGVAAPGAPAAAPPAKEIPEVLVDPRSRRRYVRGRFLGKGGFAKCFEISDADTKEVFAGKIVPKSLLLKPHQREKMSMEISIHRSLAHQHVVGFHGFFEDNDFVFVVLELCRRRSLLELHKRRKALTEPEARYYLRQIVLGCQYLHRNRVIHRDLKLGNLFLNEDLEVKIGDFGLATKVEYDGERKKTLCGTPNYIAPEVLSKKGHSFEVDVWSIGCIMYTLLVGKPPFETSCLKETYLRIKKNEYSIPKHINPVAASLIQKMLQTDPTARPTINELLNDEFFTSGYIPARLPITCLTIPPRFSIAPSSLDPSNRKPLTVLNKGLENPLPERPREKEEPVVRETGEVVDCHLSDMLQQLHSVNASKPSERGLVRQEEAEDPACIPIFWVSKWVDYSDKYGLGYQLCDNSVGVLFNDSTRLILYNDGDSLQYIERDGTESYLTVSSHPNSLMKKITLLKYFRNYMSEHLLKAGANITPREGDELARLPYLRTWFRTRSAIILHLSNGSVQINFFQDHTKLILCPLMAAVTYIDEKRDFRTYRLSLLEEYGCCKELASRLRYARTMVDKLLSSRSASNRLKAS
PI5P4K alpha inh – blocks human PI5P4K alpha kinase activity | P48426 | PI5P4Kalpha enzyme, ADP-Glo luminescence, 60 min; hits give low values | max response, % | 330,000 compounds, 1.2% hits | AID 652105; active = max response of -50% or lower; inconclusive = between -30% and -50%; inactive = -30% or higher; note: value at the top dose of about 77 µM; % is set by controls: 0 for no effect and ±100 for the full control effect
Target sequence (P48426 whole entry, looked up): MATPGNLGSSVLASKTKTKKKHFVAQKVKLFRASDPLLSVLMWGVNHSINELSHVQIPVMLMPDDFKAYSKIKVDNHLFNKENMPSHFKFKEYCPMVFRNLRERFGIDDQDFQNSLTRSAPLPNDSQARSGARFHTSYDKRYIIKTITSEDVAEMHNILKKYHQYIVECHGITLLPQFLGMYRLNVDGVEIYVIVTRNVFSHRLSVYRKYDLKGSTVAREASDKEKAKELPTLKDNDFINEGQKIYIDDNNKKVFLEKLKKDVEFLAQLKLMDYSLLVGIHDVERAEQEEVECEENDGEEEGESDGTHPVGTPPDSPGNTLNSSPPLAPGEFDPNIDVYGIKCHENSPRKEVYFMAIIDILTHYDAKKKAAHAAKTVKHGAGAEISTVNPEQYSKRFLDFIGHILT
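qHTS, 1536-well: enzyme/substrate mix, compound by pin tool, 5 microM ATP final; RT 60 min; ADP-Glo reagents 1 (45 min) then 2 (30 min); luminescence.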
WRN inhibitor – blocks human WRN helicase | Potency, µM (doses to about 114 µM), without a hit: at the highest dose activity change, negative = inhibition, hits mostly inhibitors | Q14191 | 360,000 compounds, 0.46% hits | WRN helicase unwinding, fluorescent forked duplex, kinetic; note: potency is the fitted concentration of half-maximal effect; % is set by controls: 0 for no effect and ±100 for the full control effect; nearly all actives have a fitted effect of over 55% in size
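WRN at 20 nM final was preincubated with compound for 15 min at room temperature; reaction started with 100 nM forked duplex oligonucleotide carrying fluorophore and quencher plus 2 mM ATP (final). Unwinding followed kinetically by red fluorescence (ex 525/em 598 nm).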
EPAC1 antag – EPAC1 (human) antagonism; O95398; Potency, µM (highest dose often 115 µM), for the others: at the top dose activity change, negative = inhibition, hits mostly inhibitors; EPAC1 GEF assay, Rap1b-BODIPY-GDP exchange fluorescence; 360,000 compounds, 0.14% hits;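 note: potency is the fitted concentration of half-maximal effect; plate controls were vehicle for no effect and positive control for full effect; nearly all actives have a fitted effect of over 50% in size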
Abeta yeast res – A-beta toxicity reversal in yeast; yeast expressing A-beta42, growth rescue, OD600, 48 h; response scale: 0% DMSO, 100% iron-clioquinol control; Potency, µM (doses to about 46.1 µM), without a hit: top-dose growth rescue, most hits filed as activators; 410,000 compounds, 0.063% hits; AID 1347071; note: potency is the fitted concentration of half-maximal effect; nearly all actives have a fitted effect of over 55% in size
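Yeast A-beta toxicity model in growth medium with pinned compounds, 48 h at 30 C; growth read as absorbance at 600 nm. Normalized to FeCl3/clioquinol equimolar mix (positive) and DMSO (negative).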
IL2 activator – IL-2 activation; AID 652025; IL-2 activation reporter assay, cell-based qHTS; stimulated with anti-CD3/CD4/CD28 beads; in transgenic mouse T cells; 360,000 compounds, 0.065% hits; activation, % (series mostly up to about 46 µM); in the data active = activation above about 50%; inconclusive = mostly about 30% to 49%; note: 0% is about no effect
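Readout is EGFP and DsRed signal by fluorescent plate cytometry after 18 h at 37 degrees C. Transgenic mouse T cells (750/well) received compound for 60 min before bead stimulation (anti-CD3, anti-CD4, anti-CD28); memory T cells served as non-tolerant control.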
The depositor's hits bear a star; ? = inconclusive; · = not tested or not shown; [ ] = dose if it differs, or a comment. Unless noted, calls come from the whole dose curve; as a rule, active = well fitted curve in the direction sought with a large enough effect; inconclusive = small, poorly fitted or top-dose-only effect, or another doubt; inactive = no such curve, though single readings can be large; an effect the other way counts as inactive or inconclusive.

| No. | SMILES | FUS suppressor | EPAC1 ag | PLK1 PBD inh | PI5P4K alpha inh | WRN inhibitor | EPAC1 antag | Abeta yeast res | IL2 activator |
| --- | --- | --- | --- | --- | --- | --- | --- | --- | --- |
| 1 | N#Cc1ccc(COC(=O)c2cc(=O)c3ccccc3o2)cc1 | -26% | -3% | 6% | 1 | -6% | 15% | 16% | -0.1 |
| 2 | Cc1cccc(OCC(=O)N(Cc2ccc(C)o2)C2CCS(=O)(=O)C2)c1 (centres undefined) | 9% | 1% | -13% | 7 | -7% | -3% | 0% | -3.6 |
| 3 | O=C(Nc1nc2ccccc2s1)c1ccc(F)cc1 | -31% | 1% | -3% | 5 | 6% | -14% | 4% | 0.0 |
| 4 | Cc1cc(C)nc(-n2ncc3c2CC(c2ccc(F)cc2)CC3=O)n1 (centres undefined) | 22% | -15% | -1% | 3 | 1% | 6% | -1% | -1.8 |
| 5 | O=C(CSC(=S)N1CCOCC1)Nc1nc(-c2ccccc2)c(-c2ccccc2)o1 | 3% | -6% | 0% | · | 4% | 7% | 14% | -0.8 |
| 6 | CCOC(=O)C1CCCN(C(=O)CCc2ccccc2)C1 (centres undefined) | · | -15% | -2% | -2 | -9% | -15% | 0% | -0.5 |
| 7 | CCN(CC(=O)Nc1ccc2c(c1)OCCO2)C(=O)c1cc(Cl)nc2ccccc12 | 5% | -3% | -1% | -1 | 4% | -16% | -18% | 1.6 |
| 8 | NCCN1CCN(CCN)CC1 | · | 3% | -7% | 2 | -12% | -6% | 11% | -2.0 |
| 9 | O=[N+]([O-])c1ccc2c(c1)C(N1CCOCC1)/C(=C/COc1ccc(Cl)cc1Cl)O2 (centres undefined) | 31% | 3% | -9% | 1 | 1% | 15% | 5% | -0.2 |
| 10 | Cc1cc(S(=O)(=O)NCCC2=CCCCC2)ccc1Br | 24% | 7% | -1% | 13 | -10% | -15% | 30% | 0.0 |
| 11 | CCCn1cc(S(=O)(=O)c2ccc(OC)cc2)c(=O)c2cc(OCC)ccc21 | 8% | 9% | -11% | -3 | 1% | -23% | 6% | -1.3 |
| 12 | O=C(O)c1ccc(Nc2nc3ccc(Cl)cc3[nH]2)cc1 | -12% | -5% | -28% | -29 | -26% | -13% | -16% | 1.1 |
| 13 | CCN(CC)S(=O)(=O)c1ccc(C(=O)NCc2cccs2)cc1 | 25% | 7% | -7% | 5 | -6% | -17% | 16% | -0.1 |
| 14 | O=C(NCCc1cn2cccnc2n1)C1CCC(=O)N(Cc2ccccc2F)C1 (centres undefined) | -17% | -2% | 2% | 2 | 11% | 1% | 8% | -0.1 |
| 15 | Cc1ccccc1N=Nc1ccc(O)c2ncccc12 | -6% | 0% | -7% | 0 | 3% | -16% | -8% | 1.3 |
| 16 | CCOC(=O)CNC(=O)N1CCC(CCOc2ccccc2)(C(=O)OCC)CC1 | 13% | -5% | -17% | 3 | -5% | -4% | -3% | 0.6 |
| 17 | COc1ccc(NS(=O)(=O)c2ccc3oc(=S)[nH]c3c2)cc1 | 22% | -15% | ? | -11 | 7% | -4% | -17% | -2.5 |
| 18 | Cc1oc(-c2ccccc2Cl)nc1CN1CCCN(C(=O)c2ccco2)CC1 | -19% | -6% | 0% | -3 | 12% | 5% | 2% | -3.5 |
| 19 | Cc1ccc(-c2nnn(CC(=O)NCCc3ccc4c(c3)OCO4)n2)cc1 | -2% | 6% | -13% | -1 | 2% | -7% | 6% | -1.2 |
| 20 | CCOC(=O)C1CCCN(C(=O)CNC(=O)Cn2ccc3ccccc3c2=O)C1 (centres undefined) | 2% | 3% | -23% | 0 | -1% | -3% | 6% | 0.8 |
| 21 | CCN1C(=O)N[C@@H](CCc2ccccc2)[C@H](C(C)=O)[C@H]1C | -22% | 6% | -3% | 11 | 3% | -2% | -18% | -0.5 |
| 22 | Cc1ccc(CN2CC(C(=O)NC3CCCC(C)C3C)CC2=O)cc1 (centres undefined) | 16% | 11% | -6% | 10 | 1% | -4% | 23% | 2.4 |
| 23 | Cc1ccc(-n2nc3c(=O)n(CCCC(=O)N4CCCCC4)nc(C)c3c2C)cc1 | 14% | 4% | -5% | 3 | -4%[57.1 µM] | -2% | 10% | 0.2 |
| 24 | Cc1ccc(C)c(NC(=O)CN(C)C(=O)c2cc(C3CC3)nn2-c2ccccc2)c1 | 34% | -11% | 2% | 3 | 5% | -12% | -13% | 1.0 |
| 25 | COc1ccc(C(=O)Oc2cc(C)[nH]c(=O)c2[N+](=O)[O-])c(OC)c1 | -21% | -6% | -18% | -12 | -3% | ? | -5% | 2.2 |
| 26 | CC(NC(=O)CSc1nc2ccccc2n1CCC#N)c1ccc(F)cc1 (centres undefined) | 27% | 0% | -19% | 2 | -6% | 2% | -2% | 0.7 |
| 27 | CCOC(=O)c1cc(-c2ccccc2)n(CCC(=O)N2CCN(c3ccccc3OC)CC2)c1C | · | 7% | 0% | 1 | -6% | -2% | 9% | -0.7 |
| 28 | CCCOC(=O)c1ccc(NC(=O)c2ccc(Br)o2)cc1 | 0% | 14% | -7% | 8 | -26% | -14% | -62%[inhibitor] | -0.2 |
| 29 | CC(C)(C)NC(=S)NNC(=O)c1ccccc1Cl | 5% | -3% | ? | 3 | 2% | -12% | 16% | 0.7 |
| 30 | CCCCCCCCN1N=N[C@H]2[C@H]1[C@@H]1C[C@H]2N(C(=O)OC(C)(C)C)O1 | -16% | -19% | 1% | 1 | 0% | -10% | -5% | 0.8 |
| 31 | c1ccc2[nH]c(SCCN3CCOCC3)nc2c1 | -4% | -4% | 0% | · | 36% | 8% | 15% | 3.8 |
| 32 | CCOC(=O)C1=CCN(S(=O)(=O)c2ccc(C)cc2)[C@H]1c1ccccc1Cl | 34% | -4% | 0% | 0 | -3% | 3% | -8% | -0.9 |
| 33 | CN(C)CCC(Oc1ccccc1OCc1ccccc1)c1ccccc1 (centres undefined) | 17% | 8% | -7% | 4 | 3% | 11% | -7% | -0.2 |
| 34 | COc1cnc(-c2ccccc2)c(-c2ccccc2)n1 | 10% | 10% | 7% | 13 | -12% | -21% | -23% | -2.7 |
| 35 | CCN1CCN(C(=O)c2cc(S(=O)(=O)Nc3ccc(S(C)(=O)=O)cc3)ccc2Cl)CC1 | 3% | -13% | -7% | 2 | -6% | 1% | -2% | -0.8 |
| 36 | CCCn1c(N)c(N2CCCCC2)c(=O)n(CC(=O)Nc2cccc(S(=O)(=O)N(C)C)c2)c1=O | 0% | -1% | 3% | 1 | 2% | 12% | 8% | -0.3 |
| 37 | COCCNC(=O)CN1CCC(NC(=O)Nc2ccc(C(F)(F)F)cc2)CC1 | 10% | 17% | -4% | · | 10% | 0% | 2% | 0.5 |
| 38 | CCOc1ccc(NC(=O)CC2C(=O)N(c3ccccc3)C(=O)N2Cc2ccco2)cc1 (centres undefined) | 2% | -4% | -8% | -1 | 12% | -27% | 18% | 2.2 |
| 39 | O=c1c2ccccc2nnn1-c1ccc(Br)cc1 | -22% | -4% | 2% | -4 | 2% | -2% | 6% | -0.8 |
| 40 | O=C(c1cnn2c(C(F)F)cc(-c3ccccc3)nc12)N1CCc2ccccc21 | -5% | -10% | 2% | -1 | 1% | -15% | -14% | -1.2 |

Next part, overlapping the part above by 3 compounds.
| No. | SMILES | FUS suppressor | EPAC1 ag | PLK1 PBD inh | PI5P4K alpha inh | WRN inhibitor | EPAC1 antag | Abeta yeast res | IL2 activator |
| --- | --- | --- | --- | --- | --- | --- | --- | --- | --- |
| 38 | CCOc1ccc(NC(=O)CC2C(=O)N(c3ccccc3)C(=O)N2Cc2ccco2)cc1 (centres undefined) | 2% | -4% | -8% | -1 | 12% | -27% | 18% | 2.2 |
| 39 | O=c1c2ccccc2nnn1-c1ccc(Br)cc1 | -22% | -4% | 2% | -4 | 2% | -2% | 6% | -0.8 |
| 40 | O=C(c1cnn2c(C(F)F)cc(-c3ccccc3)nc12)N1CCc2ccccc21 | -5% | -10% | 2% | -1 | 1% | -15% | -14% | -1.2 |
| 41 | CCNc1ccc(Br)cc(C(=O)/C=C/c2ccc(Cl)cc2Cl)c1=O | 31% | 10% | ? | ? | ? | -23% | -8% | -3.6 |
| 42 | CC1(C(=O)O)CCC(C(=O)Nc2ccc(F)cc2)C1(C)C (centres undefined) | -1% | -3% | -3% | 2 | 3% | -19% | 13% | 1.4 |
| 43 | CC(C)CC(=O)N1CCC(O)(CS(=O)(=O)Cc2ccccc2Cl)CC1 | 10% | 1% | -7% | -4 | 4% | 3% | 1% | -1.6 |
| 44 | CCCCCCC[C@@H](C/C=C/CCC(=O)N(C)C/C(=C/Cl)C/C(=C\C(=O)N1C[C@H](O)CC1=O)OC)OC | ? | -29% | -6% | 2 | -13% | ? | -26% | 3.5 |
| 45 | COc1ccc(CCNC(=O)CSc2nc(N)c(C#N)c(-c3cccs3)c2C#N)cc1OC | ? | -1% | -14% | · | 10% | 32µM* | -2% | -2.0 |
| 46 | CCOc1cc(NC(=S)NCC(C)C)c(OCC)cc1NC(=O)c1cccs1 | 23% | -11% | -2% | 1 | -12% | 6% | -5% | -1.1 |
| 47 | CC(=O)Nc1nc2ccc(-c3nc4ccccc4o3)cc2s1 | 35% | 0% | -1% | -2 | 2% | 8% | -22% | 1.0 |
| 48 | COc1cc(C(=O)N/N=C/c2sccc2C)cc(OC)c1OC | 2% | 4% | 0% | -9 | 2% | 11% | -3% | -4.6 |
| 49 | CN1CC2(C)CN(C(c3ccccc3)c3ccccc3)CC(C)(C1)C2O (centres undefined) | -18% | -10% | 0% | 0 | 2% | 7% | 10% | 0.2 |
| 50 | CCC(=O)N1CCc2cc(Br)cc(S(=O)(=O)CCC(=O)NCCOC)c21 | 24% | 10% | -8% | · | 1% | -4% | -6% | -1.5 |
| 51 | CC1(C)CC(=O)C(C=NCCN2CCN(CC(=O)Nc3ccc(Cl)cc3)CC2)=C(O)C1 | 10% | 8% | -3% | 3 | -5% | 5% | -9% | -0.6 |
| 52 | CCOC(=O)c1c(-c2ccccc2)csc1/N=C/C1C(=O)CCCC1=O | 18% | 3% | 18% | -3 | -26%[57.1 µM] | 21% | 4% | 5.3 |

Full records from above:
CC(C)CC(=O)N1CCC(O)(CS(=O)(=O)Cc2ccccc2Cl)CC1 is listed as FUS suppressor = 10%; EPAC1 ag = 1%; PLK1 PBD inh = -7%; PI5P4K alpha inh = -4; WRN inhibitor = 4%; EPAC1 antag = 3%; Abeta yeast res = 1%; IL2 activator = -1.6
CCOc1cc(NC(=S)NCC(C)C)c(OCC)cc1NC(=O)c1cccs1 is listed as FUS suppressor = 23%; EPAC1 ag = -11%; PLK1 PBD inh = -2%; PI5P4K alpha inh = 1; WRN inhibitor = -12%; EPAC1 antag = 6%; Abeta yeast res = -5%; IL2 activator = -1.1
